# Screens (PubChem)
# ZTA counter – counter-screen for EBNA-1 inhibitors: inhibitors of Epstein-Barr virus ZTA; 0.15% of 320,000 active; AID 2234; P03206; ZTA-DNA binding, fluorescence polarization; inhibition, % at 11 µM; in the data active = inhibition above about 33%
# Target sequence (P03206 whole entry, looked up): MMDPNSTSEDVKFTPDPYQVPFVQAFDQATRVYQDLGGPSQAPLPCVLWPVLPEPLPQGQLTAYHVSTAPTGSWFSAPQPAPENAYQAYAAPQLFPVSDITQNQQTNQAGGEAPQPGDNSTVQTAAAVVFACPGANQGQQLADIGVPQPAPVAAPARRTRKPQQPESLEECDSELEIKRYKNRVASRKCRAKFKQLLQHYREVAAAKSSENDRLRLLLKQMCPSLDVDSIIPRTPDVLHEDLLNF
# LYPLA2 inh – counter-screen for PME1 inhibitors: inhibitors of human LYPLA2; 0.38% of 320,000 active; inhibition, % at 5.9 µM; recombinant LYPLA2, FP-Rh probe fluorescence polarization;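 active = inhibition above the screen-wide mean plus 3 SD, limit set per campaign, cut at about 26% in these data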;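 note: 0% = LYPLA2 with DMSO and 100% = wells lacking LYPLA2 enzyme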
# Target sequence (O95372 whole entry, looked up): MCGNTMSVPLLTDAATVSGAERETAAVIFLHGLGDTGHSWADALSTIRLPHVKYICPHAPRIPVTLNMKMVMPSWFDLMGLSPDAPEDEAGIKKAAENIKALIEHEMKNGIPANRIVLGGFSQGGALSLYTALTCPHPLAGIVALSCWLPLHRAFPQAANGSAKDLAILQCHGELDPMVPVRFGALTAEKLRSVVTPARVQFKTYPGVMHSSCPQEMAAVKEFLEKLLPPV
# pPAFAH inh – inhibitors of human plasma PAF acetylhydrolase (pPAFAH); Q13093; recombinant pPAFAH, FP-rhodamine probe fluorescence polarization; inhibition, % at 3.39 µM; 1.5% of 330,000 active;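 active = inhibition above the mean inhibition across the screen plus 3 SD, cut at about 25% in these data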;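 note: inhibitors block binding of the rhodamine activity-based probe so polarization drops; 0% = enzyme with DMSO and 100% = wells lacking pPAFAH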
# Target sequence (Q13093 whole entry, looked up): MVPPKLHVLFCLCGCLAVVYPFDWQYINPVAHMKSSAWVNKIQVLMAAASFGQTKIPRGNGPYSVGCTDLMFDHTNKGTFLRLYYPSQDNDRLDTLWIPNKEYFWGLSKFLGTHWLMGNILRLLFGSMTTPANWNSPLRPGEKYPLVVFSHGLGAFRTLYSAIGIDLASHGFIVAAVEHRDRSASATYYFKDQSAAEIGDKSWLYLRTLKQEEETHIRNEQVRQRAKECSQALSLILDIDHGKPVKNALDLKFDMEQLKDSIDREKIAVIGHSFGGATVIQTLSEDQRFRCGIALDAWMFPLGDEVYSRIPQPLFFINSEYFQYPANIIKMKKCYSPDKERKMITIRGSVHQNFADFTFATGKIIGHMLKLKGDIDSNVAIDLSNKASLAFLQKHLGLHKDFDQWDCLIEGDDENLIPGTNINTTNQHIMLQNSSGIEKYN
# PAFAH2 FP inh – inhibitors of human PAFAH2; Q99487; recombinant PAFAH2, FP-rhodamine activity probe, fluorescence polarization; inhibition, % at 3.39 µM; 0.99% of 340,000 active; AID 492956;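 active = inhibition above the mean over all tested compounds plus 3 SD, cut at about 30% in these data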;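 note: inhibitors block probe labeling of enzyme so polarization drops; 0% = enzyme with DMSO and 100% = wells lacking PAFAH2 protein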
# PAFAH1B3 FP inh – blocks human PAF acetylhydrolase 1B catalytic subunit 3; AID 492972; inhibition, % at 3.39 µM; recombinant PAFAH1B3, FP-rhodamine probe, fluorescence polarization; 0.28% of 340,000 active;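 active = inhibition above the screen-wide average of all tested compounds plus 3 SD, cut at about 25% in these data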;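 note: 0% = enzyme with DMSO only and 100% = wells lacking PAFAH1B3 protein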
# PAFAH1B2 inh – PAFAH1B2 (human) inhibition; P68402; recombinant PAFAH1B2, FP-rhodamine activity probe, fluorescence polarization; inhibition, % at 3.39 µM; 1.2% of 340,000 active; AID 492953;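 active = inhibition above the mean of all tested compounds plus 3 SD, cut at about 24% in these data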;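 note: 0% = enzyme with DMSO and 100% = wells lacking PAFAH1B2; many of its hits are not listed in these tables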
# EBNA-1 inh – blocks EBNA-1 binding to DNA | EBNA-1 DNA binding, fluorescence polarization | inhibition, % at 14.8 µM | 0.34% of 300,000 active; in the data active = inhibition above about 28%
# LYPLA1 counter – counter-screen for PME1 inhibitors: inhibitors of human LYPLA1 | 0.16% of 320,000 active | recombinant LYPLA1, FP-Rh probe fluorescence polarization | AID 2174 | inhibition, % at 5.9 µM;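 active = inhibition above the mean of all tested compounds plus 3 SD, set per campaign, cut at about 14% in these data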;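 note: inhibitors block serine hydrolase probe labeling of LYPLA1 so polarization falls; 0% = enzyme with DMSO and 100% = wells lacking LYPLA1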
# PREPL inhibitor – human PREPL enzyme inhibition | Q4J6C6 | recombinant PREPL, fluorescence polarization activity-based probe | inhibition, % at 5.96 µM | 0.68% of 320,000 active | AID 2751; in the data active = inhibition above about 43%;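 note: 0% = enzyme with DMSO and 100% = wells lacking enzyme; many of its hits are not listed in these tables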
# Starred values were filed as active, the others as inactive; · = not tested or not shown. Only part of the results is shown (hit frequency here may not be typical).
SMILES,ZTA counter,LYPLA2 inh,pPAFAH inh,PAFAH2 FP inh,PAFAH1B3 FP inh,PAFAH1B2 inh,EBNA-1 inh,LYPLA1 counter,PREPL inhibitor
CCN(C(=O)COc1ncnc2ccc(Br)cc12)C1CCS(=O)(=O)C1 (centres undefined),4,4,4,-2,-6,-5,-1,-3,1
CCN(CC(=O)NCc1cccs1)C(=O)/C=C/c1cc(Br)ccc1OC(F)F,14,-2,11,-1,0,4,·,1,0
Cc1cc(C(=O)Nc2ccccc2C)on1,-3,-2,-6,2,7,3,-31,1,21
CCOCCCNC(=O)CNC(=S)N(Cc1ccc(C)cc1)Cc1ccco1,2,6,3,10,6,4,-15,2,0
COc1ccc(Cc2nc(-c3cccc(C)c3)no2)cc1,-4,4,6,4,0,1,10,2,1
NC(=S)NNc1cccc2cccnc12,-5,1,21,13,22,5,6,2,62*
Nc1cc([N+](=O)[O-])ccc1Nc1ccccc1,-23,12,5,-5,3,0,-2,4,24
C#Cc1ccc(CN2CCC(Oc3ccc(C(=O)NCc4ccccn4)cc3)CC2)cc1,-1,1,3,6,-9,3,-5,0,-1
CC1(C)CC(=O)C(C=N)=C(O)C1,3,-3,1,-3,4,3,-6,-2,2
Cc1ccc(C(=O)NC2CCCN(c3ccc(C(F)(F)F)cn3)C2)cn1 (centres undefined),-9,5,3,2,1,2,-5,-6,10
O=C(CCc1ccc(S(=O)(=O)NCCc2ccccc2)cc1)NCc1ccco1,9,3,23,-2,0,4,3,-1,2
Cc1cccc(NC(=S)N/N=C/c2c[nH]c3ccccc23)c1,-18,9,18,5,10,2,-5,0,30
O=C(COC(=O)c1cccnc1)c1ccc(Cl)c(Cl)c1,5,-4,6,5,7,2,-10,-4,-4
Cn1c(SCc2ccccc2F)nc2cccnc21,-16,2,0,5,2,3,-7,-3,-13
O=C(CSc1ccc([N+](=O)[O-])cc1)Nc1ccccc1N1CCOCC1,·,·,4,2,7,4,·,·,11
CC(=O)N1CCc2cc(C(=O)CN3CCN(c4cccc(Cl)c4)CC3)ccc21,-2,6,6,17,-5,2,-10,2,12
Cn1cc([N+](=O)[O-])c(C(=O)NNC(=O)c2ccc([N+](=O)[O-])cc2)n1,2,-4,2,-1,9,-1,-1,-4,1
CCCCNC(=S)NNC(=O)c1cc(C)on1,5,3,-1,-5,10,1,-3,2,-2
CC(=O)C1=C(C)NC(=O)NC1c1ccc(Cl)cc1 (centres undefined),-12,-2,-1,3,11,4,-13,-1,15
Cc1ccc(C)c(OCC(=O)N/N=C/c2c(C)nn(-c3ccccc3)c2Cl)c1C,20,-6,3,-1,-3,-3,16,2,0
Cn1nc(-c2ccccc2)cc1NC(=O)Nc1ccccc1F,-13,-14,-10,·,·,·,-4,-5,-1
CCC(=O)c1ccc(OCC(=O)NCCC2=CCCCC2)c(OC)c1,14,14,5,1,1,-2,-7,-1,8
C=CCN(Cc1ccc(Cl)s1)C(=O)c1ccc(F)c(S(=O)(=O)N2CCOCC2)c1,·,·,2,7,6,10,·,·,22
Cn1c(CNC(=O)c2ccco2)nnc1SCC(=O)N1CCN(c2ccccc2)CC1,5,1,6,0,-1,1,-2,1,14
Cc1ccc(S(=O)(=O)Cn2nnnc2C(CC(C)C)N2CCN(C3CCCC3)CC2)cc1 (centres undefined),19,9,4,10,0,4,3,4,12
O=C(O)c1cccc(NC2=Nc3cccc4cccc2c34)c1,0,-1,5,22,2,-1,0,-1,1
O=C1CC(c2cccc(F)c2)c2c(c3ccccc3[nH]c2=O)O1 (centres undefined),11,-2,1,7,6,4,4,1,-8
Nc1nc(N2CCN(C(=O)c3ccco3)CC2)nc2ccccc12,-2,-6,0,1,-10,-2,-3,-2,14
O=C(CSCc1ccc(Cl)cc1)N1CCN(Cc2ccc3c(c2)OCO3)CC1,9,7,8,-3,5,7,0,6,25
O=C(NCc1ccc2c(c1)OCO2)c1ccc(S(=O)(=O)C(F)F)cc1,-8,-4,3,1,8,-1,-10,2,-10
O=C(NNC1=NS(=O)(=O)c2ccccc21)c1ccccc1Cl,-3,-2,1,-8,-2,1,0,0,-2
CCC(C(=O)NCCc1ccccc1OC)n1nc(C)c2c(C)n(-c3ccccc3)nc2c1=O (centres undefined),11,4,3,1,-2,2,-5,-3,0
Cc1ccc(S(=O)(=O)N(Cc2ccccc2)c2ccccc2C(=O)NCc2cccnc2)cc1,-5,6,-5,-2,4,0,-16,2,1
CCc1ccc2oc(C(=O)Nc3ccc(S(N)(=O)=O)cc3)c(C)c2c1,11,-4,-4,-1,6,3,3,-2,-2
CCCCN(CC)C(=O)c1cc2cc3ccc(Cl)cc3nc2o1,8,-6,-4,-4,4,3,-7,-4,-3
CCOC(=O)C1=C(CSc2nccn2C)NC(=O)NC1c1ccc(OC)cc1 (centres undefined),0,0,3,-2,1,2,7,-2,7
Cc1ccc(-n2ccnc(SCC(=O)NCCc3ccccc3)c2=O)cc1F,-1,-1,7,0,6,6,7,2,4
COc1cc(/C=N/Nc2ccc(S(N)(=O)=O)cc2[N+](=O)[O-])cc(OC)c1O,0,4,12,6,10,0,-5,-1,2
COc1ccccc1-c1oc2ccccc2c1-c1ccccc1OC,·,·,2,-8,3,0,·,·,11
CCc1sc(C(=O)Nc2ccc3c(c2)OCCO3)cc1Br,-14,-13,10,-7,4,7,5,-9,5
Cc1ccc(OC(C)C(=O)O)cc1C (centres undefined),-2,6,-2,0,10,0,1,2,-4
O=C(O)C1CN(c2ncccc2[N+](=O)[O-])C1,0,0,1,0,12,3,2,0,4
O=C(CN1C(=O)c2cccc3cccc(c23)C1=O)N1CCCCC1,1,6,6,7,2,-6,10,3,4
O=C(CN1C(=O)CCSc2ccccc21)Nc1ccc2c(c1)OCCO2,10,5,1,6,3,1,4,-2,-2
O=C(O)c1ccc(-c2ccc(Cl)cc2Cl)o1,-3,1,2,-4,-6,5,-16,-2,9
CCOC(=O)CS(=O)(=O)c1nc(-c2ccccc2)cc(C(F)(F)F)n1,16,-6,14,2,-4,5,-5,-7,-9
Cc1ccc(/C=N/N2CCN(Cc3ccccc3)CC2)cc1,-10,4,2,2,7,1,-9,0,12
COc1ccc(NS(=O)(=O)c2csc(C(=O)Nc3ccccc3)c2)cc1,16,-6,8,-5,10,4,6,-9,-30
Cc1[nH]c2ccc(C(=O)OC(C)C(=O)NC3CCCCC3C)cc2c1C (centres undefined),-1,3,4,6,3,-2,·,-6,21
C/C=C/c1ccc(OCC(O)CN(C)Cc2ccc(SC)cc2)c(OC)c1 (centres undefined),-5,1,1,-4,12,10,-10,0,11
O=[N+]([O-])c1ccc(N=Nc2ccc(O)cc2O)cc1,6,2,4,8,6,-2,1,7,-2
COc1ccc(S(=O)(=O)N2CCC(C(=O)NCCC(=O)NC3CC3)CC2)cc1,7,-4,1,8,3,-1,-5,-2,3
NC(=O)c1ccccc1NC(=O)/C=C/c1ccc(Cl)cc1,5,-6,2,0,2,0,11,0,2
N#Cc1ncc(C(F)(F)F)cc1Sc1ccccc1N,1,-3,0,0,0,7,5,0,-8
COCCn1c(NCc2ccccc2)nc2c1c(=O)[nH]c(=O)n2C,10,2,1,-5,-1,6,2,2,-6
O=C(NC1CCCCC1)C1CCN(S(=O)(=O)c2cccc3cccnc23)CC1,-2,-2,4,4,-1,0,4,1,4
O=C(CCCn1c(SCC(=O)NC2CCCCC2)nc2ccccc2c1=O)NCC1CCCO1 (centres undefined),-3,3,5,-11,11,3,2,1,-1
CCCC(C)(C)NC(=O)CCCCC(=O)NC(C)(C)CCC,-15,4,4,3,10,12,-4,-1,-12
CCOC(=O)c1c(NC(=O)COC(=O)CNC(=O)c2ccc(Cl)cc2Cl)sc(C(=O)N(C)C)c1C,-2,6,8,7,3,5,-13,0,-1
COc1ccc(CCN2CC(C(=O)NCc3ccco3)CC2=O)cc1OC (centres undefined),-6,0,6,1,1,-1,8,0,-5

# Next compounds:
SMILES,ZTA counter,LYPLA2 inh,pPAFAH inh,PAFAH2 FP inh,PAFAH1B3 FP inh,PAFAH1B2 inh,EBNA-1 inh,LYPLA1 counter,PREPL inhibitor
COc1cc(NC(=O)COC(=O)c2ccccc2SCC(=O)N2CCCC2)cc(OC)c1,-14,3,4,42*,4,8,1,1,9
CC(C)CN(C(=O)COC(=O)C1CC1)c1c(N)n(Cc2ccccc2)c(=O)[nH]c1=O,-11,2,-2,0,7,1,4,5,19
O=C(Nc1ccccc1)Nc1nnc(COc2ccccc2F)s1,7,-71,-36,-28,-4,-8,-1,-43,-29
COc1ccc(C(=O)NCCS(=O)(=O)NCC2CCCO2)cc1 (centres undefined),3,-2,-3,0,-2,-3,-12,-1,-8
CCCC(=O)Nc1ccc(S(=O)(=O)N2CCC(c3nc4ccccc4[nH]3)CC2)cc1,4,0,2,3,8,5,15,-2,0
CC(C)OC(=O)NCN1C(=O)C2C3C=CC(C3)C2C1=O (centres undefined),14,-7,-1,8,4,4,4,-3,3
COc1cc(NS(=O)(=O)c2ccc3c(c2)n(C)c(=O)n3C)cc(OC)c1,2,7,5,-2,6,5,6,3,3
NC(=O)c1ccccc1NC(=O)CCCCCn1nnc2ccccc2c1=O,-3,6,5,-3,3,7,3,3,11
C/C(=N/NC(=O)c1cc(-c2ccc(Cl)s2)[nH]n1)c1ccco1,-12,-11,2,·,·,·,2,-10,2
Cc1ccc(CN(C)C(=O)c2cccc(S(=O)(=O)N3CCN(Cc4ccccc4)CC3)c2)o1,18,2,7,3,1,1,-1,0,24
CCN(CC)C(=O)CSc1nnc2nnc3cc(C)ccc3n12,7,5,2,1,14,2,5,1,9
Cc1nnc(NCc2ccccc2)c2ccccc12,-6,2,2,-2,8,-2,-7,-2,7
CCN(CC)S(=O)(=O)c1ccc(C)c(NC(=O)COc2ccc(Br)cc2Cl)c1,-11,3,6,-7,6,2,-9,6,2
COc1ccccc1NC(=O)Nc1c(C)n(C)n(-c2ccccc2)c1=O,10,5,0,12,11,7,0,2,-6
CCOc1cnc(-c2ccccc2F)o1,-1,1,1,-5,7,3,11,-5,6

# Reprinted from the entries so far, 3 compounds:
SMILES,ZTA counter,LYPLA2 inh,pPAFAH inh,PAFAH2 FP inh,PAFAH1B3 FP inh,PAFAH1B2 inh,EBNA-1 inh,LYPLA1 counter,PREPL inhibitor
NC(=O)c1ccccc1NC(=O)CCCCCn1nnc2ccccc2c1=O,-3,6,5,-3,3,7,3,3,11
C/C(=N/NC(=O)c1cc(-c2ccc(Cl)s2)[nH]n1)c1ccco1,-12,-11,2,·,·,·,2,-10,2
Cc1ccc(CN(C)C(=O)c2cccc(S(=O)(=O)N3CCN(Cc4ccccc4)CC3)c2)o1,18,2,7,3,1,1,-1,0,24

# Later entries.
SMILES,ZTA counter,LYPLA2 inh,pPAFAH inh,PAFAH2 FP inh,PAFAH1B3 FP inh,PAFAH1B2 inh,EBNA-1 inh,LYPLA1 counter,PREPL inhibitor
CC(O)C(NS(=O)(=O)c1ccc(Cl)cc1)C(=O)OCc1nnc(-c2ccccc2)o1 (centres undefined),10,0,0,15,3,4,2,-1,-1
COC(=O)c1cc(NS(=O)(=O)c2cccc(Cl)c2)ccc1N1CCOCC1,-9,-3,3,-3,4,1,9,-2,-3
Cc1cccn2c(=O)c3cc(C(=O)NC4CCS(=O)(=O)C4)sc3nc12 (centres undefined),3,6,-2,5,10,3,-9,0,2
O=C(CNc1ccc(C(F)(F)F)cc1)Nc1cccc(S(=O)(=O)N2CCCC2)c1,-11,-4,0,6,9,7,·,-7,-5
CCN(CC)c1cc(CS(=O)c2ccccc2)nc(-c2ccccc2)n1 (centres undefined),-6,-3,6,6,5,4,-7,0,-29
Nc1nc(CN2CCN(Cc3ccccc3)CC2)nc(Nc2ccc3c(c2)OCCO3)n1,11,2,-1,2,13,9,8,3,8
COCn1cnc(-c2ccccc2)c1-c1ccccc1,-23,6,-1,-6,-4,11,-10,3,-3
O=C(O)CN1CCN(Cc2ccccc2F)C1=O,2,3,58*,3,5,1,-1,1,4
